Source: PubChem
NLRP3 yeast inh: NALP3 inflammasome inhibitors in reconstituted yeast, primary screen, luminescence, uHTS; 330,000 compounds, 0.39% hits; inhibition, % at 10 µM; Yeast reconstituted NLRP3/ASC/caspase-1, beta-gal luminescence, 24 h;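 active = inhibition of 50% or more; inactive = inhibition below 50%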;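 note: plate controls were induced DMSO wells for no effect and uninduced yeast grown without galactose for full effect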
CHOP UPR activ: activators of apoptotic CHOP UPR arm, primary screen, cell-based, CHO-CHOP luciferase reporter, luminescence, uHTS; UPR activation; percent of tunicamycin response over DMSO baseline; activation, % at 10 µM; 330,000 compounds, 0.34% hits; AID 449763, 2010;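 active = at 10 µM dose, activation of 40% or more, normalized to positive control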;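 note: 100% = tunicamycin at 10 µg/mL and 0% = DMSO alone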
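measured by = luciferase luminescence | assay system = CHO-CHOP cells, stable luciferase reporter of PERK-eIF2a-CHOP signalling | amount = 500 reporter cells seeded per well | timing = 6 h compound exposure at 37 °C after overnight seeding | controls = positive tunicamycin 10 µg/mL, negative DMSO alone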
tim10-1 inh: growth inhibitors of tim10-1 mutant yeast, primary screen, luminescence, uHTS. S. cerevisiae tim10-1 ts strain growth, BacTiter-Glo, 24 h. inhibition, % at 20 µM. 330,000 compounds, 2.2% hits;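 active = inhibition of at least 40%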;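 note: mutant grown at 25 °C; 0% = DMSO wells with yeast and 100% = wells holding no yeast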
GRIN3A LBD mod: binders of NR3A ligand-binding domain, primary screen, biophysical, differential scanning fluorimetry, uHTS; Tm shift relative to glycine control, % at 25 µM; 340,000 compounds, 2.5% hits; NR3A LBD differential scanning fluorimetry, Tm shift; 0% = protein alone, 100% = glycine-bound protein; Glutamate receptor ionotropic, NMDA 3A (GRIN3A) ligand-binding domain;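 active = melting temperature shift of at least 10% of the positive control shift, at one fixed dose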
TIM10 inh: growth inhibitors of isogenic TIM10 control yeast, primary screen, counter-screen for tim10-1 yeast inhibitor project, luminescence, uHTS | S. cerevisiae TIM10 strain growth, BacTiter-Glo luminescence, 24 h | inhibition, % at 10 µM | 330,000 compounds, 1.4% hits | AID 463195, 2010;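 active = inhibition of 40% or more at the single tested concentration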;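 note: wild-type TIM10 isogenic control strain grown at permissive 25 °C; 0% = DMSO yeast wells and 100% = minimal medium wells without yeast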
tim23-1 inh: growth inhibitors of tim23-1 mutant yeast, primary screen, luminescence, uHTS; S. cerevisiae tim23-1 growth, BacTiter-Glo luminescence, 24 h; inhibition, % at 20 µM; 330,000 compounds, 1.3% hits; AID 463212, 2010;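 active = growth inhibition of the mutant yeast at or above 50%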;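 note: temperature-sensitive mutant grown at 25 °C; plate controls were DMSO-treated mutant yeast for no effect and medium wells lacking yeast for full effect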
Mdm2-MdmX inh: inhibitors of human Mdm2-MdmX association, primary screen, cell-based, luminescence, split luciferase, SaOS-2, uHTS | AID 485346, 2010 | SaOS-2 split-luciferase Mdm2/MdmX complementation | inhibition, % at 8 µM | 330,000 compounds, 3% hits;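 active = inhibition of at least 50% at 8 µM in the primary screen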
Target sequence (O15151 whole entry, looked up): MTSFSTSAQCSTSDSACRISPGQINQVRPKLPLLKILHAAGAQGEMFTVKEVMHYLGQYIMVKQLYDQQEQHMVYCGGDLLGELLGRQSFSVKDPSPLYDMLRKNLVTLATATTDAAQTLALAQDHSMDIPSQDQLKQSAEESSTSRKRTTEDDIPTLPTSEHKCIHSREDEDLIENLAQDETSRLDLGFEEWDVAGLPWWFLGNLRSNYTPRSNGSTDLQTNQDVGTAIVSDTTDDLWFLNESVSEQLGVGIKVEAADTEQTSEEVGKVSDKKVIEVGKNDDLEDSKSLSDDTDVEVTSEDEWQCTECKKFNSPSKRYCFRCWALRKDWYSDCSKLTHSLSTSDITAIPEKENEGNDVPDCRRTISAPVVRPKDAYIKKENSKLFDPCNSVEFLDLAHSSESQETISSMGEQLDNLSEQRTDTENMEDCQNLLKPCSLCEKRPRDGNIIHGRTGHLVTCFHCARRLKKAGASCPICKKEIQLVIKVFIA
Target sequence (Q00987 whole entry, looked up): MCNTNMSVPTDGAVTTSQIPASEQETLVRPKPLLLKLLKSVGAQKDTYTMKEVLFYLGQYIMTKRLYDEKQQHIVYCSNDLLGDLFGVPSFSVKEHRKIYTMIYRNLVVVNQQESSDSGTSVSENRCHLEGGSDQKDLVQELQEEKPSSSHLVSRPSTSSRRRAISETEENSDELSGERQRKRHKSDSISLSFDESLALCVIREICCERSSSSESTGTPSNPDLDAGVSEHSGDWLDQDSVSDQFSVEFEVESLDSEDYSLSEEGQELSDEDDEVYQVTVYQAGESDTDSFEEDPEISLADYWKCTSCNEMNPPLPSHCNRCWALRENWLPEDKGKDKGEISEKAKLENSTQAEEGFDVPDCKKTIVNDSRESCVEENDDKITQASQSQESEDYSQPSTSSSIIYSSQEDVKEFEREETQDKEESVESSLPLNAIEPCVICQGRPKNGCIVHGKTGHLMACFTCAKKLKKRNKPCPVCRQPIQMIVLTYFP
UPR XBP1 act: activators of adaptive XBP1 UPR arm, primary screen, cell-based, CHO-XBP1 luciferase reporter, luminescence, uHTS; IRE1-XBP1 UPR activation; percent of tunicamycin response, DMSO as zero; activation, % at 20 µM; 330,000 compounds, 0.33% hits; AID 463104, 2010;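 active = versus positive control, 20 µM dose yields 30% or more activation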;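 note: 100% = tunicamycin at 10 µg/mL and 0% = DMSO only wells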
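Material: CHO-XBP1 cells stably carrying IRE1-XBP1-driven luciferase reporter / Amount: 1000 cells per well / Compound: 20 µM, 1% DMSO / Times: 6 h treatment, 37 °C / Detection: luciferase luminescence / Measure: % activation of reporter signal versus tunicamycin and DMSO controls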
APJ ag: agonists of human apelin receptor APJ, primary screen, CHO-K1 cells, PathHunter beta-arrestin, luminescence; P35414; 330,000 compounds, 0.11% hits; 0% DMSO wells, 100% apelin; activation, % at 20 µM;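 active = activation more than six SD over the plate average, tested at 20 µM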;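 note: 0% = DMSO alone and 100% = apelin-13 at 10 nM; some results filed as inactive read as strong as hits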
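assay system = CHO-K1 APJ beta-arrestin complementation cell line | input = cell density 1000 per well | dosing = compound 20 µM once, DMSO 1% | timing = compound 90 min 25 °C, reagent 1 h | measured by = luminescence from split beta-galactosidase complementation, Galacton Star/Emerald II substrate | read-out basis = APJ agonist activity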
* = called active by the depositor.

SMILES | NLRP3 yeast inh | CHOP UPR activ | tim10-1 inh | GRIN3A LBD mod | TIM10 inh | tim23-1 inh | Mdm2-MdmX inh | UPR XBP1 act | APJ ag
COC(=O)C1CCN(c2c([N+](=O)[O-])cc(C(F)(F)F)cc2[N+](=O)[O-])CC1 | 23 | 1.7 | 23 | -3 | 9 | 42 | -8 | 6 | -2
O=C1CCCC2=C1C(c1ccc(O)c(Br)c1)C1=C(CCCC1=O)N2c1ccccc1 | 13 | 2.4 | 27 | -1 | 27 | 38 | -17 | 0 | -2
CC(=O)N1CCc2ccc(S(=O)(=O)Nc3ccccc3Cl)cc21 | 12 | 0.1 | -11 | 4 | 10 | 13 | 20 | 1 | -1
O=C(c1cccc(N2CCNC2=O)c1)N1CCCC(Nc2cccc(F)c2)C1 (stereo not drawn) | 22 | 1.4 | 1 | -1 | 0 | 0 | 24 | -7 | -3
CCOC(=O)C1(Cc2cccc(Cl)c2)CCCN(C(=O)c2ccoc2C)C1 (stereo not drawn) | 15 | 2.9 | 25 | 1 | 12 | 27 | -14 | 0 | 0
CN(C)c1ccc(/C=N\NC(=O)CC#N)cc1 | 15 | 4.0 | -2 | 0 | 0 | -2 | -12 | 2 | -2
CC(=O)Nc1c(-c2ccc(Cl)cc2)c(=O)c2ccccc2n1C | 10 | -0.1 | -10 | 7 | -7 | 1 | -4 | -5 | -3
Cc1cc(C)nc(Nc2ccc(Cl)cc2C)n1 | 13 | 0.9 | 7 | 2 | -8 | 14 | 8 | -2 | 1
Cc1ccc(Nc2ncnc(N)n2)cc1 | 8 | 2.7 | 3 | 0 | 2 | 15 | -23 | 1 | -4
Cc1ccc(-c2cc(Cc3ccc(F)cc3)c(=O)[nH]n2)cc1 | -9 | -0.4 | -72 | -1 | -51 | -19 | 11 | 1 | -4
Nc1nc(-c2ccccc2)[nH]c(=O)c1N=O | 11 | 1.5 | 6 | -8 | -11 | 4 | 8 | -1 | -2
CN1CCN(c2ccc([N+](=O)[O-])cc2NC(=O)c2cccs2)CC1 | 29 | -0.1 | 5 | -2 | -7 | -5 | -24 | -3 | -1
NC(=O)C1=C[C@@H](c2ccc(Br)cc2)C[C@@H](OCCCCO)O1 | 0 | -0.9 | 13 | -2 | -1 | 11 | 1 | -1 | -1
c1ccc2[nH]c3cc4ncnc4cc3nc2c1 | 1 | 1.3 | -14 | 0 | 6 | -24 | -24 | 8 | 4
CC(=O)c1c(C)oc2c1cc(O)c1ccccc12 | 19 | 1.9 | 10 | 0 | 14 | -11 | -13 | 0 | -3
CCCn1nc(NC(=O)c2cccs2)c2cc3ccccc3nc21 | 27 | -0.8 | 49* | -3 | 24 | 52* | 10 | 3 | 1
COc1ccccc1CNC(=O)C1(C)Oc2cccnc2NC1=O (stereo not drawn) | 10 | -1.0 | 7 | -1 | -5 | 20 | 24 | -3 | -1
CCCc1cc2c(-c3ccccc3)cc(=O)oc2cc1OCc1ccc(C(=O)O)o1 | 13 | 1.0 | 12 | -9 | 10 | 7 | 4 | -3 | -4
O=C(CCCN1C(=O)/C(=C/c2ccco2)SC1=S)Nc1ccccc1C(=O)O | 14 | -0.6 | 8 | 0 | 10 | 12 | 20 | -1 | 0
CC(C)CNC(=O)COc1ccc2c3c(c(=O)oc2c1)CCC3 | 11 | 1.8 | 14 | 1 | 0 | 15 | 5 | -6 | -5
CCn1c(CSc2nc3ccccc3[nH]2)n[nH]c1=S | 17 | -2.1 | 7 | -9 | 1 | 19 | -21 | -3 | 4
COc1cc(CN2CCC(C(=O)N3CCN(c4ccccc4F)CC3)CC2)ccc1O | 7 | -1.5 | 21 | 1 | 13 | 12 | -13 | 1 | 0
CCOCC(=O)N1CCN(c2ccc(F)cc2)CC1 | 12 | -0.3 | -2 | -19 | 1 | 12 | 14 | -5 | -7
CCOc1ccccc1C1C(C#N)=C(N)SC(N)=C1C#N | 3 | 0.0 | 19 | -12 | 14 | 17 | 24 | -4 | 2
O=C(CN(Cc1ccc(Cl)cc1)C(=O)CN1C(=O)COc2ccccc21)NC1CCCC1 | 17 | -0.1 | 18 | 1 | -4 | 6 | 14 | -5 | -2
CC(=O)c1c(C)[nH]c(C(=O)OCc2c(F)cccc2Cl)c1C | 7 | 1.0 | 8 | 2 | 7 | 1 | 36 | 0 | -3
CCCc1nc(N)nc2c1C(=O)CC(C)(C)C2 | -12 | -0.6 | 21 | -4 | 11 | 23 | 0 | -2 | 0
CN(C)CCCN=Cc1c(-c2ccccc2)[nH]n(-c2nc3ccccc3s2)c1=O | 3 | -1.7 | -13 | -4 | -4 | 10 | -8 | -3 | 0
Cc1ccc(C(=O)Nc2ccc(S(=O)(=O)Nc3cnc4ccccc4n3)cc2)cc1 | 4 | 3.2 | -5 | -1 | 9 | 0 | -3 | 2 | -2
O=C(c1cccc(S(=O)(=O)N2CCCC2)c1)N1CCN(c2ccccc2)CC1 | -1 | 0.3 | 7 | -1 | -23 | 19 | 7 | -4 | -6
COc1ccc(-c2cn(-c3ccc(C)cc3)c(=O)n2CC(=O)Nc2cccc(F)c2)cc1 | 0 | -0.3 | 8 | -10 | 34 | 16 | 16 | 0 | -3
Cc1ccc(C(=O)Nc2nnc(C)s2)o1 | 1 | 6.0 | 4 | 1 | 6 | 18 | 1 | -1 | -7
CCCCc1cc(=O)oc2cc(C)cc(OCC(=O)NCc3cccnc3)c12 | 3 | 2.2 | -2 | -2 | -6 | -17 | 15 | -6 | -2
O=C(N/N=C/c1cn(-c2ccccc2)nc1-c1ccc2c(c1)OCCO2)c1ccncc1 | 6 | 1.4 | -37 | -12 | -33 | -37 | -84 | 3 | 2
CCc1c(C)c(C#N)c2nc3ccccc3n2c1NCc1ccco1 | 6 | -5.0 | 23 | 6 | -25 | 9 | 18 | 0 | 0
CCn1nnnc1SCC(=O)N1c2ccccc2CCc2ccccc21 | 6 | 0.1 | 19 | 0 | 5 | 15 | -4 | 0 | -3
CCN(CC)C(=O)COc1c(-c2ccco2)oc2ccccc2c1=O | 17 | -0.9 | 4 | 2 | 4 | 31 | 2 | -3 | 1
Cc1ccc(S(=O)(=O)NC(CC(C)C)C(=O)NCc2ccco2)cc1 (stereo not drawn) | 7 | -0.9 | 6 | 0 | 2 | 13 | 4 | -3 | -2
COc1ccc(NC(C)=O)cc1S(=O)(=O)NC(Cc1ccccc1)C(=O)O (stereo not drawn) | 1 | 0.3 | 0 | -1 | -3 | -3 | 11 | 0 | -2
NNC(=O)c1cncn1-c1ccc(F)cc1 | 17 | -0.2 | 7 | 2 | 4 | 3 | 0 | -5 | -1

Compound profiles, from the list above. Order of values: NLRP3 yeast inh | CHOP UPR activ | tim10-1 inh | GRIN3A LBD mod | TIM10 inh | tim23-1 inh | Mdm2-MdmX inh | UPR XBP1 act | APJ ag
CCN(CC)C(=O)COc1c(-c2ccco2)oc2ccccc2c1=O as listed: 17 | -0.9 | 4 | 2 | 4 | 31 | 2 | -3 | 1
CC(=O)Nc1c(-c2ccc(Cl)cc2)c(=O)c2ccccc2n1C as listed: 10 | -0.1 | -10 | 7 | -7 | 1 | -4 | -5 | -3
Cc1ccc(C(=O)Nc2ccc(S(=O)(=O)Nc3cnc4ccccc4n3)cc2)cc1 as listed: 4 | 3.2 | -5 | -1 | 9 | 0 | -3 | 2 | -2
Cc1ccc(Nc2ncnc(N)n2)cc1 as listed: 8 | 2.7 | 3 | 0 | 2 | 15 | -23 | 1 | -4
CC(=O)N1CCc2ccc(S(=O)(=O)Nc3ccccc3Cl)cc21 as listed: 12 | 0.1 | -11 | 4 | 10 | 13 | 20 | 1 | -1

New compounds follow
SMILES | NLRP3 yeast inh | CHOP UPR activ | tim10-1 inh | GRIN3A LBD mod | TIM10 inh | tim23-1 inh | Mdm2-MdmX inh | UPR XBP1 act | APJ ag
O=C(COC(=O)/C=C/c1ccco1)NCc1ccc2c(c1)OCO2 | 15 | 0.7 | 18 | 0 | 12 | 23 | -5 | 0 | 0
Cc1cccc(C2c3[nH]c4ccccc4c3CCN2C(=O)c2cc(CC(C)C)[nH]c(=O)n2)n1 (stereo not drawn) | 9 | 0.4 | -3 | -17 | 7 | 16 | 26 | 1 | -2
Cc1cc(C)nc(SCCCn2c(=O)[nH]c3ccccc32)n1 | 5 | -3.6 | 18 | 1 | 11 | 11 | 13 | -2 | -3
Fc1ccccc1COc1ccc(Br)cc1CNCc1ccncc1 | 33 | 2.8 | -67 | 0 | -144 | -392 | 0 | -3 | 4
COC(=O)c1ccc2c(c1)sc(=NC(=O)CCS(=O)(=O)c1ccccc1)n2C | 13 | 0.9 | 18 | 3 | -1 | 15 | 51* | 1 | 7
O=c1c2ccccc2nc(-c2cccs2)n1-c1ccc2ccccc2c1 | -1 | 0.3 | 39 | -5 | 6 | 15 | -11 | 0 | -2
Cc1cc(C)c(C#N)c(SCC(=O)c2cc(C)n(CCc3ccccc3)c2C)n1 | 23 | -2.2 | 37 | -1 | 2 | 14 | 3 | -2 | -4
C[n+]1c(-c2ccccc2)sc([S-])c1-c1ccccc1 | -10 | -1.5 | 13 | 3 | -9 | 8 | -1 | 2 | -8
Cc1cnc(C(=O)OCC(=O)NC(C)C)cn1 | -8 | -1.2 | -1 | 0 | -22 | 15 | -1 | 2 | -2
CCc1cccc(C)c1NC(=O)c1ccc2nc(N3CCOCC3)sc2c1 | 11 | -0.8 | -22 | -1 | -1 | -8 | 9 | -1 | 1
Cc1ccc(Nc2nnc(SCC(=O)Nc3cc(C(=O)O)ccc3C)s2)c(C)c1 | 7 | -0.1 | -6 | 6 | 7 | 9 | -19 | -3 | -2
Cc1cc(C)cc(N(CC(=O)NC2CCCC2)C(=O)CCC(=O)Nc2cc(C)on2)c1 | 9 | 0.3 | -10 | 0 | -7 | 10 | 19 | -1 | 3
O=C(COc1ccccc1Cc1ccccc1)NCCCN1CCOCC1 | 7 | -2.3 | -4 | -3 | 5 | 11 | 8 | -4 | -3
O=C(CSc1nnc(NC(=O)C2CCC2)s1)Nc1ccccc1F | 2 | -1.5 | -30 | 1 | 12 | 4 | -8 | -3 | 2
CC(c1ccccc1)N1CC(C(=O)NC2CCCC2)CC1=O (stereo not drawn) | 6 | -1.4 | 5 | -7 | 2 | -1 | -15 | -2 | -1
COc1ccccc1NC(=O)c1nnn(Cc2ccccc2)c1NC(=O)C(F)(F)F | 21 | 0.3 | 5 | -5 | 10 | 14 | -1 | 1 | -2
Cc1cc(C)c(S(=O)(=O)NCc2cccnc2)c(C)c1 | 13 | -0.6 | 21 | -1 | 3 | 13 | 12 | -1 | -3
